# Screening results as filed in PubChem BioAssay.
# IL2 activator: IL-2 activation; IL-2 activation reporter assay, cell-based qHTS; stimulated with anti-CD3/CD4/CD28 beads; in transgenic mouse T cells; activation, % (series mostly up to about 46 µM); 0.065% of 360,000 active; in the data active means activation above about 50%; inconclusive means mostly about 30% to 49%; further: 0% is about no effect
#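 Screening format: compound pinned onto unstimulated transgenic mouse T cells, 60 min incubation, then anti-CD3/anti-CD4/anti-CD28 bead stimulation for 18 hours at 37 degrees C, followed by EGFP and DsRed detection.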
# GLP1R inv ag: inverse agonists of human GLP-1 receptor. P43220. HEK293 GLP-1R CRE-luciferase, luminescence, 24 h; GLP-1R form is constitutively active. Potency, µM (highest dose often 38.3 µM), for the others: at the top dose activity change, negative = inhibition, usual class: inhibitors. 1.6% of 410,000 active. AID 624417; further: potency means the concentration at half of the fitted maximal effect; on the % scale 0 is the no-effect control and ±100 the full control effect; nearly all actives have a fitted effect of over 55% in size
# Target sequence (P43220 whole entry, looked up): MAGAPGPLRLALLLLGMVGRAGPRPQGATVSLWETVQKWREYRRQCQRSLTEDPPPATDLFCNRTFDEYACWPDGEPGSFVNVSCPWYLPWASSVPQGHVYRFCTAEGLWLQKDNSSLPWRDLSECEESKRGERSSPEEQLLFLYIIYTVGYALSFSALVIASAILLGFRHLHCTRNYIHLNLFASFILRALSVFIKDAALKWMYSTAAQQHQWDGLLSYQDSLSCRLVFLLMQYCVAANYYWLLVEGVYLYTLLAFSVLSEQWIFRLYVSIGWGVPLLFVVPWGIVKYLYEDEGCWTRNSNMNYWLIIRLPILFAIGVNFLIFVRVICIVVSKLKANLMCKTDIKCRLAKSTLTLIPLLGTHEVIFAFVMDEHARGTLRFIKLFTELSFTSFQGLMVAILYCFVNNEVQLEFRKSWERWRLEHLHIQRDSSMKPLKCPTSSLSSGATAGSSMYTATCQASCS
#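 Luminescence readout: a drop in cAMP-driven luciferase signal flags inverse agonism at a constitutively active GLP-1R stably expressed in HEK293. Compound exposure lasted 24 hr at 37 deg C, 5% CO2.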
# DRD3 antagonist: blocks the human D3 dopamine receptor. P35462. D3R cells, DiscoveRx beta-arrestin luminescence, antagonist mode; stronger effect = lower value. max response, negative = inhibition, %. 2.5% of 360,000 active. AID 652054; in the data active means max response below about -50%; inconclusive means no clear call, values can overlap the other calls; further: on the % scale 0 is the no-effect control and ±100 the full control effect; mostly tested at two doses, the higher about 12 µM
# Target sequence (P35462 whole entry, looked up): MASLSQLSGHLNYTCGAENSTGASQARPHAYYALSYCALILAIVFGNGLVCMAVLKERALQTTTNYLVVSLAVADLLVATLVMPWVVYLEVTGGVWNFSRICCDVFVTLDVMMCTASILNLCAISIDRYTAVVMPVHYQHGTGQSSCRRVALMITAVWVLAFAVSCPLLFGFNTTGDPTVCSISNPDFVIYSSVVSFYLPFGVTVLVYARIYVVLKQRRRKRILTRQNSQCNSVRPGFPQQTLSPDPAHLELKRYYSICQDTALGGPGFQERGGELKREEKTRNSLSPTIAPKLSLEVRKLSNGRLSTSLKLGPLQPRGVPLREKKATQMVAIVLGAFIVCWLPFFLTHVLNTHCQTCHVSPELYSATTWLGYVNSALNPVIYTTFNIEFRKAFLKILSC
#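 Cells expressing the human receptor were seeded at 1500 cells/well, incubated overnight at 37 degrees C in 5% CO2, then exposed to library compounds with dopamine controls for 90 minutes at 37 degrees C before luminescent detection.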
# WRN inhibitor: WRN helicase (human) inhibition; WRN helicase unwinding, fluorescent forked duplex, kinetic; 0.46% of 360,000 active; Potency, µM (top dose mostly 114 µM), without a hit: top-dose activity change, negative = inhibition, hits mostly inhibitors; Q14191; further: potency means the concentration at half of the fitted maximal effect; on the % scale 0 is the no-effect control and ±100 the full control effect; nearly all actives have a fitted effect of over 55% in size
#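 WRN at 20 nM final preincubated with compound 15 min at room temperature; reaction started with 100 nM fluorophore/quencher forked duplex oligonucleotide and 2 mM ATP final. Unwinding followed kinetically by red fluorescence (ex 525, em 598 nm).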
# PLK1 PBD block: blocks phosphopeptide binding to human PLK1 polo-box domain; Potency, µM, for the others: max response, negative = inhibition, usual class: inhibitors; AID 720504; P53350; 2.8% of 360,000 active; Plk1 PBD binding of FITC phosphopeptide, fluorescence polarization; further: potency means the concentration at half of the fitted maximal effect; series mostly up to about 57 µM; on the % scale 0 is the no-effect control and ±100 the full control effect; nearly all actives have a fitted effect of over 65% in size
# D3 ag: D3 dopamine receptor (human) agonism; D3R DiscoveRx beta-arrestin cells, luminescence, 90 min; max activation, %; 0.58% of 410,000 active; in the data active means max activation above about 30%; further: 0% is about no effect; mostly tested at two doses, the higher about 12 µM
#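 Agonist mode: compounds and dopamine controls were applied to plated cells for 90 min at 37 degrees C after an overnight attachment at 1500 cells/well. Luminescent read-out followed 30 - 60 minutes at room temperature with DiscoveRx detection reagent.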
# GLP-1R agonist: GLP-1 receptor (human) agonism; Potency, µM (series often up to 45.6 µM), inactives show top-dose activation, actives largely listed as activators; 0.007% of 380,000 active; HEK293 GLP-1R CRE-luciferase, luminescence, 4-6 h; cells express a hypersensitive GLP-1R form; AID 624172; P43220; further: potency means the concentration at half of the fitted maximal effect; % of control where 0% means no effect
# PI5P4Ka inh: inhibitors of human PI5P4K alpha. P48426. PI5P4Kalpha enzyme, ADP-Glo luminescence, 60 min; stronger effect = lower value. max response, %. 1.2% of 330,000 active. AID 652105; active means max response of -50% or lower; inconclusive means between -30% and -50%; inactive means -30% or higher; further: value at the top dose of about 77 µM; on the % scale 0 is the no-effect control and ±100 the full control effect
#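 Reactions run in 0.038 M HEPES pH 7.4, 0.28 mM EGTA, 0.1% CHAPS and 5% DMSO, with PI5P4Kalpha, substrate, compound and 5 microM ATP final, one hour at room temperature. Readout is ADP-Glo luminescence.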
# GLP1R cytotox: cytotoxicity counter-screen for GLP-1 receptor inverse agonists; AID 624418; Potency, µM (top dose mostly 38.3 µM), for the others: at the highest dose activity change, negative = inhibition, most hits filed as inhibitors; 0.13% of 410,000 active; HEK293 cAMP-luciferase reporter cells, luminescence, 24 h;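 further: loss of luciferase light is scored as toxicity; potency means the concentration at half of the fitted maximal effect; on the % scale 0 is the no-effect control and ±100 the full control effect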
#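 Here, cytotoxicity is scored as loss of luminescence. The MLSMR collection was tested on cells seeded in medium containing 10% Nu serum, with a 24 hr compound exposure preceded by 12 hours of culture.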
# * hit, by the source's call; u = inconclusive; x = not tested or not shown; & = joins results of further samples; [ ] = dose if it differs, or a comment. Unless noted, the call rests on the fitted dose curve; in most records, active means well fitted curve in the direction sought with a large enough effect; inconclusive means small, poorly fitted or top-dose-only effect, or another doubt; inactive means no such curve, though single readings can be large; an effect the other way counts as inactive or inconclusive.
compound	IL2 activator	GLP1R inv ag	DRD3 antagonist	WRN inhibitor	PLK1 PBD block	D3 ag	GLP-1R agonist	PI5P4Ka inh	GLP1R cytotox
CC1CN(c2ccc(C(=O)c3ccccc3C(=O)O)cc2[N+](=O)[O-])CC(C)O1 (centres undefined)	-0.1	18%	-2	5%	-9%	-4	-5%	-1	-14%
O=C(COc1ccccc1)NC(=S)Nc1ccc2c3c(cccc13)CC2	0.2	1%	-4	-5%	-4%	2	-3%	1	75%[activator]
N#Cc1cc2c(nc1SCC(=O)N1CCCCC1)CCCC2	-1.0	2%	-17	4%	-7%	0	24%	-11	-8%
O=C(C=Cc1ccco1)c1ccc2ccccc2c1	-6.5	u	5	u	-11%	-1	0%	-8	4%
C=CCOc1ccc(C2C(C(=O)c3ccco3)=C(O)C(=O)N2CCCN(CC)CC)cc1 (centres undefined)	-3.3	0%	u	5%	-10%	1	-9%	-3	26%
CN(Cc1cn(C)nc1-c1ccccc1F)Cc1nccn1C	-5.3	-6%	2	5%	-1%	14	4%	-7	-6%
C[C@H](NC(=O)c1cc2c(cn1)[nH]c1ccccc12)C(=O)O	-0.1	10%	4	35µM*	2.7µM*	11	-1%	-67*	-2%
CC(O)(c1ccc(F)c(F)c1)c1nc(-c2ccc(S(C)(=O)=O)cc2)cs1 (centres undefined)	-0.6	13%	4	-5%[57.1 µM]	1%	6	14%	-1	-4%
COc1ccc(CC(=O)Nc2ccc(C(C)=O)cc2)cc1	-0.3	14%	-7	8%	-15%	2	9%	-1	1%
Cn1c(-c2cccc(OCc3ccccc3)c2)nc2c1c(=O)[nH]c(=O)n2Cc1ccccc1	-0.5	3%	5	12%	-2%	2	-2%	-6	2%
Fc1cccc(-c2nnn3c2nc(NCc2ccc4c(c2)OCO4)c2ccccc23)c1	x	8%	x	x	x	5	1%	x	9%
O=C(c1ccco1)N1CCCC(c2nc3c(nnn3Cc3c(Cl)cccc3Cl)c(=O)[nH]2)C1 (centres undefined)	0.4	18%	2	-16%	-22%	16	12%	-26	u
Clc1ccc2c(SCC3CO3)c3ccccc3nc2c1 (centres undefined)	-7.6	u	-91*	u	-26%	-30	-35%[inhibitor]	2	-14%
CCn1c2ccccc2c2nc3cc(OC)c(OC)cc3nc21	-1.5	57%[activator]	11	-6%	-6%	5	-2%	12	191%[activator]
Cc1ccc(-c2nc(N3CCOCC3)sc2C(=O)N2CCOCC2)cc1	-1.2	1%	-6	u	-5%	3	27%	1	10%
CCOC(=O)c1ccc2[nH]c3ccccc3c2c1	-0.1	u	-6	-6%	-3%	-21	22%	27	-16%
Cc1ccc(NC(=O)c2ccc(OC(F)F)cc2)cc1S(=O)(=O)N(C)C	-0.4	u	19	-27%	4%	-4	1%	-10	-10%
NS(=O)(=O)c1ccc(CNC(=O)Cc2c(F)cccc2Cl)cc1	0.4	15%	2	0%	5%	0	10%	2	-11%
Cc1cc(C)n(C(=O)CSc2ccc(Cl)cc2)n1	0.1	-5%	34	2%	2%	3	-7%	5	0%
CC(C)OC(=O)n1c(=S)oc2ccccc21	-1.0	14%	13	-16%	-8%	-2	-3%	x	-1%
COc1ccc(NC(=O)c2cc(-c3ccco3)on2)cc1OC	2.3	28%	-24	-33%	-10%	-16	2%	-6	12%
Cc1ccc2c(c1)NC(=O)C(CC(=O)NCCCN1CCN(c3cc(C)ccc3C)CC1)O2 (centres undefined)	-3.0	u	u	9%	u	-13	-3%	-6	6%
COc1ccccc1OCC(=O)N(Cc1nc(-c2ccccc2)no1)C1CCCCC1	-4.2	u	-8	-34%[57.1 µM]	6%&3%	-1	1%	2	3%
CC(C)Cc1nc2c(nnn2Cc2ccccc2F)c(=O)[nH]1	-0.6	46%[activator]	-14	0%	-9%	-3	12%	-14	1%
O=C(Nc1cccc([N+](=O)[O-])c1)C1CC(=O)N(C2CCCCC2)C1 (centres undefined)	0.0	-19%	-29	-3%	-2%	-7	5%	-4	-23%

# One compound at a time (already shown):
# CN(Cc1cn(C)nc1-c1ccccc1F)Cc1nccn1C is entered as IL2 activator = -5.3; GLP1R inv ag = -6%; DRD3 antagonist = 2; WRN inhibitor = 5%; PLK1 PBD block = -1%; D3 ag = 14; GLP-1R agonist = 4%; PI5P4Ka inh = -7; GLP1R cytotox = -6%
# O=C(Nc1cccc([N+](=O)[O-])c1)C1CC(=O)N(C2CCCCC2)C1 (centres undefined) is entered as IL2 activator = 0.0; GLP1R inv ag = -19%; DRD3 antagonist = -29; WRN inhibitor = -3%; PLK1 PBD block = -2%; D3 ag = -7; GLP-1R agonist = 5%; PI5P4Ka inh = -4; GLP1R cytotox = -23%

# Remaining list, next part.
compound	IL2 activator	GLP1R inv ag	DRD3 antagonist	WRN inhibitor	PLK1 PBD block	D3 ag	GLP-1R agonist	PI5P4Ka inh	GLP1R cytotox
Nc1nnc(CCCCCc2nnc(N)s2)s1	0.5	-4%	-25	7%	-12%	-1	0%	-10	5%
Cc1c(S(=O)(=O)N2CCN(c3ccc(F)cc3)CC2)c(=O)n(C)c(=O)n1C	-2.4	4%	-21	-26%	-12%	-10	-10%	4	14%
COc1ccc(NC(=S)N2CCCCC2c2cccnc2)cc1 (centres undefined)	0.2	-7%	4	2%	-9%	-4	6%	5	0%
OC(COc1ccc(F)cc1Cl)CN1CCc2ccccc2C1 (centres undefined)	-0.2	10µM*	-84*	1%	1%	-27	5%	0	-14%
CCn1c(=O)cc(OCC(=O)Nc2cc(Cl)c(OC)cc2OC)c2ccccc21	x	10%	x	x	x	2	1%	x	-2%
Nc1nc(SCc2ccccn2)c2ncn(C3OC(CO)C(O)C3O)c2n1 (centres undefined)	-0.2	2%	11	4%	-3%	-1	7%	-1	-7%
O=C(O)C1C2CCC(C2)C1C(=O)NCCCn1ccnc1 (centres undefined)	-0.6	12%	-12	3%	-6%	1	-10%	-10	8%
CCC1CC(C(=O)Nc2ccccc2)C(=O)O1 (centres undefined)	0.2	17%	3	-1%	-16%	5	10%	-3	9%
Cc1ccc(-n2nc(C(=O)NN)c(C)c(C#N)c2=O)cc1Cl	-0.1	-16%	-13	12%	-4%	-5	7%	-9	-11%
O=C(Oc1oc(-c2ccco2)nc1C=Nc1ccc(Cl)cc1)c1ccco1	-4.2	11%	0	-27%	u	-5	4%	1	2%
COC(=O)CC/C(O)=C1\C(=O)CC(C)(C)CC1=Nc1ccccc1OC	2.6	u	0	-5%	-2%	-1	7%	8	-12%
Cc1ccc(NC(=O)CNCC2CCCCC2)cc1S(=O)(=O)N(C)C	-0.2	u	-25	0%	2%	-22	18%	-4	-1%
N#C/C(=C(/O)Cc1cccc2ccccc12)c1nc2ccccc2s1	-2.5	-22%	-27	6%	u	0	1%	-4	-15%
CC[C@]12c3[nH]c4ccccc4c3CCN1C(=O)C(CC(=O)NCc1ccco1)C[C@@H]2C(=O)N1CCN(C(=O)c2ccco2)CC1 (some centres undefined)	0.4	6%	-10	-4%	-20%	-2	-5%	0	4%
S=c1[nH]nc(-c2cc(-c3ccccc3)n[nH]2)n1/N=C/C(Br)=C/c1ccccc1	-0.5	u	-67*	45µM*	u	-16	-6%	u	u
CCN1CCN(C(=O)c2ccc(N3CC4CC(C3)c3cccc(=O)n3C4)c(NC(=O)c3cc(OC)cc(OC)c3)c2)CC1 (centres undefined)	-2.9	7%	9	-4%	-27%	0	-1%	2	-2%
COc1ccc(-c2ccc(-c3noc(-c4ccco4)n3)c(OC)n2)cc1	-2.7	-1%	28	-1%	6%	37*	-2%	x	-7%
Cc1ccc(NS(=O)(=O)c2c(C)[nH]c(C)c2C(=O)N2CCCCC2)c(Br)c1	-1.4	-18%	0	6%	-5%	-1	0%	0	-9%
CC12CCC(C3NC(=S)NN=C31)C2(C)C (centres undefined)	0.8	0%	0	7%	-3%	-2	7%	-1	-1%
CCCCCCc1cc2cc(C(=O)Nc3ccc(OC)cc3)c(=O)oc2cc1O	-0.3	-36%	9	3%	-5%	6	4%	0	0%
COc1cccc(-c2nc(N3CCN(C)CC3)c3ccccc3n2)c1O	-0.6	u	11	-14%[11.6 µM]	-1%	-2	23%	9	u
CCCCC(c1nnnn1CC1CCCO1)N1CCN(c2cc(Cl)ccc2C)CC1 (centres undefined)	-7.8	-2%	-86*	-3%	-3%	0	5%	-4	-2%
C=CCNC(=O)CN1C(=O)C2C3c4ccccc4C(c4ccccc43)C2C1=O (centres undefined)	-0.1	-12%	-18	2%	-7%	-11	6%	-11	9%
CCn1c(COc2cc(C)cc(C)c2)nnc1SCC(=O)N1CCN(c2ccccc2)CC1	-1.1	2%	-24	-11%	-3%	-18	23%	x	11%
CC1CN(S(=O)(=O)c2ccc(C(=O)Nc3nncs3)cc2)CC(C)O1 (centres undefined)	-2.1	21%	-24	-28%	-2%	-3	-4%	-5	-7%
Cn1c(=O)c2[nH]c(CSCc3ccccc3)nc2n(C)c1=O	1.3	12%	-5	3%	-11%	3	-1%	2	-2%
COCCSc1nnc(NC(=O)c2ccc(NC(=O)C(C)C)cc2)s1	-1.5	0%	0	5%	1%	-2	4%	4	-5%
N#Cc1c(-c2ccco2)cc(-c2ccccc2)[nH]c1=O	-0.7	4%	-7	-26%[11.6 µM]	-20%	3	9%	-18	-6%
Cc1ccc(/C=N/Nc2ccc(F)cc2F)s1	-0.3	5µM*	23	0%	-6%	-2	1%	13	-14%
COc1ccccc1NS(=O)(=O)c1ccc(-c2cc(C)no2)s1	-0.8	u	-1	-13%	5%	51*	6%	4	-22%
O=C(Cn1c2ccccc2c(=O)c2ccccc21)N/N=C/c1cc([N+](=O)[O-])ccc1N1CCCCC1	-2.2	8%	22	-3%	0%	4	-12%	-4	23%
Cc1ccc(S(=O)(=O)c2nc(S(C)(=O)=O)sc2N2CCCCCC2)cc1	-1.5	-10%	-8	0%	-18%	2	-5%	-3	-17%
COc1ccc(F)cc1S(=O)(=O)NCC(c1ccco1)N1CCc2ccccc2C1 (centres undefined)	-0.4	u	-21	-4%	1%	-7	12%	-2	-2%
